# Compound activity deposited in PubChem BioAssay by National Center for Advancing Translational Sciences (NCATS).
# HT1080 IDH1KD tx: kills HT-1080 cells with IDH1 knockdown; HT-1080 IDH1 knockdown viability, ATP luminescence, 48 h; 360,000 tested, 2% active; Potency, µM (highest dose often 46.1 µM), inactives show at the highest dose activity, negative = toxicity, usual class: cytotoxic; AID 686971;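 also: potency is read from the fitted curve at half-maximal effect; 0% = DMSO wells and -100% = cell-free medium wells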
#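 Assay cells: HT-1080 with IDH1 knockdown, 750 per well, RPMI/5% FBS. Exposure: 48 h at 37 °C following 2 h pre-incubation. Read: CellTiter-Glo luminescence; fitted concentration-response, curve class assigned.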
# IL-1B inflam inh: inflammasome signaling inhibition, IL-1 beta readout. 360,000 tested, 4.7% active. AID 743279. THP-1 LPS/ATP IL-1B secretion, AlphaLISA, 16 h; active compounds read low. activity change, % at 57.5 µM; in the data active = activity change below about -50%; inconclusive = mostly about -30% to -49%; also: % is scaled to controls: 0 for no effect and ±100 for the full control effect
#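 THP-1 cells pretreated 1 hr with compounds (up to 57.5 uM final), then stimulated with LPS (250 ng/mL final) plus ATP (1.25 mM final); secreted IL-1B measured by AlphaLISA after 16 hr, decreased signal indicating inhibition.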
# HT1080-NT tox: kills 2HG-producing HT-1080-NT fibrosarcoma cells; AID 686970; 360,000 tested, 1.6% active; HT-1080-NT fibrosarcoma viability, CellTiter-Glo ATP luminescence, 48 h; Potency, µM (highest dose often 46.1 µM), for the others: at the top dose activity, negative = less viability, usual class: cytotoxic;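 also: NT is the 2HG producing partner of a matched IDH1 knockdown line; potency is read from the fitted curve at half-maximal effect; 0% = DMSO-treated cells and -100% = media-only wells without cells; nearly all actives have a fitted effect of over 55% in size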
#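 750 cells/well, RPMI + 5% FBS; 2 h settle, compound pin-transfer, 48 h at 37 degrees C. CellTiter-Glo 10 min RT, luminescence. Normalized to DMSO and media-only wells.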
# ATXN2 expr inh: ATXN2 expression inhibition | AID 1745845 | HEK-293 ATXN2-luciferase reporter, luminescence, 24 h | Potency, µM (top dose mostly 57 µM), without a hit: top-dose activity change, negative = inhibition, usual class: inhibitors | 360,000 tested, 0.72% active; also: potency is read from the fitted curve at half-maximal effect; % is scaled to controls: 0 for no effect and ±100 for the full control effect; nearly all actives have a fitted effect of over 55% in size
#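 ATXN2-luciferase reporter cells (luciferase flanked by upstream and downstream ATXN2 gene portions) were treated 24 h at 37 °C with compounds at up to 57 uM. SteadyGlo luminescence gave expression; GF-AFC fluorescence gave viability.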
# HepG2 tox: HepG2 cytotoxicity, counter-screen for TGF-b inhibitors; 410,000 tested, 0.76% active; Potency, µM (series often up to 46.1 µM), for the others: top-dose activity change, negative = cytotoxicity, usual class: cytotoxic; HepG2 CAGA-GFP viability, ATP luminescence, 18 h; also: potency is read from the fitted curve at half-maximal effect; some results filed as inactive show a strong effect at the top dose
#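 HepG2 CAGA-GFP cells (1000/well, DMEM with 1% FBS) received compound, then TGF-beta at 500 pg/mL final, and were incubated 18 hours at 37 degrees C. Viability was read by CellTiter-Glo luminescence. Media-only wells were set as complete cell-killing and DMSO as no toxicity.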
# KB-3-1 tox: kills parental KB-3-1 adenocarcinoma cells. KB-3-1 viability, CellTiter-Glo ATP luminescence, 72 h. 400,000 tested, 1.4% active. AID 1347075. Potency, µM (series often up to 46.1 µM), without a hit: at the highest dose activity change, negative = cytotoxic, hits mostly cytotoxic; also: potency is read from the fitted curve at half-maximal effect; % is scaled to controls: 0 for no effect and ±100 for the full control effect; nearly all actives have a fitted effect of over 60% in size
#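 Cytotoxicity in the drug-sensitive parental line KB-3-1 was scored as loss of CellTiter-Glo luminescence following 72 h incubation with compound. Values come from curve fitting of normalized concentration-response data.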
# ATXN viability: reduces viability in counter-screen for ATXN expression inhibitors. S2 cells (HEK-293 line with an ATXN2-luciferase reporter) viability, CellTiter-Fluor protease fluorescence, 24 h. 400,000 tested, 0.49% active. AID 651635. Potency, µM (highest dose often 56.7 µM), most hits filed as cytotoxic; also: potency is read from the fitted curve at half-maximal effect; nearly all actives have a fitted effect of over 40% in size
# MCF10A rerep: DNA re-replication induction in MCF 10a cells | MCF 10A DNA re-replication, Hoechst nuclear intensity, 48 h | Potency, µM (top dose mostly 46.1 µM), for the others: at the top dose activity, positive = re-replication, hits mostly activators | 350,000 tested, 2.9% active | AID 624296; also: potency is read from the fitted curve at half-maximal effect; % of control where 0% means no effect; nearly all actives have a fitted effect of over 50% in size
# SW480 rereplic: DNA re-replication induction in SW480 cells | SW480 DNA re-replication, Hoechst DNA content imaging, 48 h | Potency, µM (series often up to 46.1 µM), without a hit: top-dose re-replication activation, most hits filed as activators | 340,000 tested, 1.8% active | AID 624297; also: potency is read from the fitted curve at half-maximal effect; % of control where 0% means no effect; nearly all actives have a fitted effect of over 55% in size
#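 Image-based read-out: total Hoechst fluorescence of nuclei (405 nm excitation, 500-530 nm emission), with hits raising the fraction of high-intensity nuclei. SW480 colon cells incubated 48 hr with compounds at 37 C.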
# * hit, by the source's call; i = inactive; ? = inconclusive; . = no result given; & = joins results of further samples; [ ] = remark or other dose. Unless noted, calls follow the shape of the dose curve; as a rule, active = well fitted curve in the direction sought with a large enough effect; inconclusive = small, poorly fitted or top-dose-only effect, or another doubt; inactive = no such curve, though single readings can be large; an effect the other way counts as inactive or inconclusive.
1	COC(=O)c1sccc1NC(=O)CSCCc1ccccn1
2	CCOc1ccc(OCCC(=O)OCC(=O)Nc2ccc(N3CCOCC3)cc2)cc1
3	COC(=O)c1cc2ccccc2c(-c2c(O)ccc3ccccc23)c1O
4	COc1ccc(CCCc2nnc(SCC(=O)Nc3ccccc3F)o2)cc1C
5	O=Cc1ccc2noc(-c3ccc(F)cc3)c2c1
6	CC(=O)N[C@@H](C)c1nc2ccccc2n1CCCN1CCN(c2nc(-c3ccc(C)cc3)cs2)CC1
7	Cc1ccc(N(C(=O)Cn2nnc3ccccc32)C(C(=O)NCc2ccco2)c2ccc(C)o2)cc1 (configuration not stated)
8	CC(C#N)Sc1nnc(Nc2ccccc2)s1 (configuration not stated)
Compound	1	2	3	4	5	6	7	8
HT1080 IDH1KD tx	10%	-13%	?	.	-3%	-12%	8%	16%
IL-1B inflam inh	-9	i	-10	.	-19	11	3	-3
HT1080-NT tox	3%	-4%	?	.	-12%	-17%	1%	15%
ATXN2 expr inh	4%	7%	?	9%	29%	?	-28%	5%
HepG2 tox	5%	0%	-129%	-21%	7%	-11%	-10%	-5%
KB-3-1 tox	1%	?	?	2%	-5%	?	-3%	15%
ATXN viability	i	i	?	i	i	?	i	i
MCF10A rerep	6%	5%	?	.	0%	15%	-1%	5%
SW480 rereplic	-11%	-23%	-3%	.	21%	7%	-7%	2%

9	CC(C)C[C@@H](CN1CCC[C@@H]1CN1C(=S)NC[C@@H]1Cc1ccccc1)N1C[C@H](Cc2ccc(O)cc2)N(CCc2ccccc2)C1=S
10	O=C(NCc1n[nH]c(=S)n1-c1cccc(C(F)(F)F)c1)c1ccco1
11	CCOC(=O)Cn1cc(/C=C(\C#N)C(=O)N2CCOCC2)c2ccccc21
12	Clc1cccc(OCCN2CCCC2)c1
13	O=[N+]([O-])c1cc(-c2cnc3ccccc3n2)ccc1Oc1ccc(Cl)cc1
14	CCOC(=O)c1c(C)c(C(=O)NCc2cccs2)c(C)n1C
15	O=C(NCc1ccccc1)C(c1ccc(F)cc1)N1CCN(CCN2CCOCC2)CC1 (configuration not stated)
16	O=C(C1=C[C@H](c2coc3ccccc3c2=O)C[C@H](OCCCCO)O1)N1CCOCC1
Compound	9	10	11	12	13	14	15	16
HT1080 IDH1KD tx	?	0%	9%	0%	-10%	0%	?	11%
IL-1B inflam inh	0	22	-95*	-1	31	-2	11	1
HT1080-NT tox	?	11%	9%	-3%	-18%	?	10%	10%
ATXN2 expr inh	-27%	1%	17%	-14%	7%	-7%	.	1%
HepG2 tox	-24%	-19%	4%	-11%	-17%	-22%	.	-14%
KB-3-1 tox	-2%	4%	-4%	-6%	9%	-12%	15%	-15%
ATXN viability	?	i	i	i	i	i	.	i
MCF10A rerep	.	1%	-1%	11%	?	1%	.	?
SW480 rereplic	.	-7%	-1%	2%	-5%	-3%	.	-2%

17	N#Cc1cn(CCOc2ccccc2F)c2ccccc12
18	CCC(=O)Nc1ccc(C(=O)n2nc(C)cc2C)cc1
19	Cc1nnc(N2CCCC(C(=O)NCc3cccc(F)c3)C2)c2nn(-c3ccccc3)c(C)c12 (configuration not stated)
20	CSc1cccc(N2CC(C(=O)NCCN3C(=O)S/C(=C\c4cccnc4)C3=O)CC2=O)c1 (configuration not stated)
21	CSc1ccc(OC2(C)CCN(Cc3ccc(C(C)C)cc3)C2)cc1 (configuration not stated)
22	Cc1ccc(S(=O)(=O)Nc2nc3ccccc3s2)cc1
23	COc1cccc2cc(-c3ccnc(N)n3)oc12
24	COc1ccc(OC)c(S(=O)(=O)NCCCN2CCCC2=O)c1
Compound	17	18	19	20	21	22	23	24
HT1080 IDH1KD tx	-25%	15%	-15%	0%	-19%	-1%	-4%	0%
IL-1B inflam inh	11	5	?	12	28	13	-19	-10
HT1080-NT tox	-19%	18%	-4%	0%	-27%	-7%	5%	8%
ATXN2 expr inh	31%	-2%	-24%	7%	-18%	1%	14%	7%
HepG2 tox	4%	-2%	-20%	-30%	-37%	0%	-5%	-3%
KB-3-1 tox	-11%	17%	?	6%	0%	7%	-2%	7%
ATXN viability	i	i	?	i	i	i	i	i
MCF10A rerep	2%	-1%	22%	13%	.	0%	-3%	3%
SW480 rereplic	3%	-4%	71%	0%	.	-6%	-4%	-7%

25	CN(CC(=O)Nc1cccc(F)c1)C(=O)c1ccc(-n2cncn2)c([N+](=O)[O-])c1
26	COc1ccccc1CNS(=O)(=O)c1c(C)nc2scc(C)n2c1=O
27	Cc1ccccc1-n1c(=O)n(Cc2ccc(C(=O)O)cc2)c(=O)c2[nH]cnc21
28	CC(=O)Cc1nsc(NC(=O)c2ccc(Br)o2)n1
29	Cc1ccccc1CN1CCN(C(=O)c2ccco2)CC1
30	COc1ccc(Cl)cc1NC(=S)NCCc1c[nH]c2ccccc12
31	Cc1c(C(=O)NCc2ccccn2)sc2nc(-c3ccccc3)cn12
32	C[C@H]1CN([C@@H](C)CO)C(=O)CCCn2nncc2CO[C@H]1CN(C)S(=O)(=O)c1ccc(Cl)cc1
Compound	25	26	27	28	29	30	31	32
HT1080 IDH1KD tx	3%	7%	22%	0%[9.24 µM]	2%	?	?	-10%
IL-1B inflam inh	22	-5	35	16	24	21	-27	9
HT1080-NT tox	-1%	4%	9%	-3%	11%	?	?	0%
ATXN2 expr inh	3%	-8%&10%	-3%	12%	41%[activator]	?	?	-1%
HepG2 tox	0%	5%&6%	-3%	7%	4%	-57%	-28%	-17%
KB-3-1 tox	-13%	-1%&16%	7%	8%	-1%	21µM*	9.2µM*	-2%
ATXN viability	?	i	i	i	i	i	i	i
MCF10A rerep	6%	1%	-11%	?	16%	-2%	15%	.
SW480 rereplic	-11%	-20%	-5%	-5%	-5%	?	-5%	.

33	CCOc1ccc(C(=O)NCC2(c3ccccc3)CCOCC2)cc1
34	C/C(=N\NS(=O)(=O)c1ccc(Br)cc1)c1ccncc1
35	CCC(CC)C(=O)Nc1cc(OC)c(OC)cc1C(=O)O
36	C=C1c2cc(C)ccc2NC(=O)N1c1ccc(C)cc1
37	CCSc1nnc([C@H](C)NC(=O)OC(C)(C)C)o1
38	O=C(CN1CCN(C(=O)C2COc3ccccc3O2)CC1)Nc1ccccc1 (configuration not stated)
39	Cc1nn(CC(=O)NCCCN2CCC(N3CCCCC3)CC2)c(=O)c2cc(-c3ccccc3)nn12
40	COC(=O)C(NS(C)(=O)=O)(c1c(C)[nH]c2ccccc12)C(F)(F)F (configuration not stated)
Compound	33	34	35	36	37	38	39	40
HT1080 IDH1KD tx	5%	-2%	20%	-2%	2%	0%	-1%	7%
IL-1B inflam inh	-6	-78*	24	-23	0	4	-20	16
HT1080-NT tox	28%	9%	15%	0%	4%	3%	-5%	4%
ATXN2 expr inh	.	-17%	-20%	6%	-1%	15%	?	3%
HepG2 tox	9%	0%	11%	-15%	-1%	-14%	-1%	2%
KB-3-1 tox	4%	9%	-18%	7%	-1%	6%	?	-10%
ATXN viability	i	i	i	i	i	i	i	?
MCF10A rerep	-21%	8%	3%[9.22 µM]	?	12%	-1%	12%	1%
SW480 rereplic	?	4%	-9%	5%	0%	-20%	?	-3%

# Reprinted from above, five compounds:
36	C=C1c2cc(C)ccc2NC(=O)N1c1ccc(C)cc1
37	CCSc1nnc([C@H](C)NC(=O)OC(C)(C)C)o1
38	O=C(CN1CCN(C(=O)C2COc3ccccc3O2)CC1)Nc1ccccc1 (configuration not stated)
39	Cc1nn(CC(=O)NCCCN2CCC(N3CCCCC3)CC2)c(=O)c2cc(-c3ccccc3)nn12
40	COC(=O)C(NS(C)(=O)=O)(c1c(C)[nH]c2ccccc12)C(F)(F)F (configuration not stated)
Compound	36	37	38	39	40
HT1080 IDH1KD tx	-2%	2%	0%	-1%	7%
IL-1B inflam inh	-23	0	4	-20	16
HT1080-NT tox	0%	4%	3%	-5%	4%
ATXN2 expr inh	6%	-1%	15%	?	3%
HepG2 tox	-15%	-1%	-14%	-1%	2%
KB-3-1 tox	7%	-1%	6%	?	-10%
ATXN viability	i	i	i	i	?
MCF10A rerep	?	12%	-1%	12%	1%
SW480 rereplic	5%	0%	-20%	?	-3%

# More entries follow.
41	CCc1nc2ccc(C(=O)NCCOc3ccc(OC)cc3)cn2c1N(CCN(C)C)CC1CC1
42	Cn1c(=O)n(C)c2cc(NS(=O)(=O)c3cccs3)ccc21
43	Cn1c(=O)n(CC(=O)O)c(=O)c2c1nc1n2CCCN1c1ccc(Cl)cc1
44	Cc1ccc(S(=O)(=O)c2cn(CC(=O)Nc3ccc4c(c3)OCO4)c3ccc(F)cc3c2=O)cc1
45	COc1ccc(/C=N/NC(=O)c2ccco2)cc1Cn1nc(C)c([N+](=O)[O-])c1C
46	Cc1ccc(N(CC(=O)N2CCCCC2)S(=O)(=O)c2ccc(C)cc2)cc1
47	CCCCCC1C/C(=N\O)C=C(C)C1C(=O)OC (configuration not stated)
48	CC(=O)c1cccc(NC(=S)NC(=O)Cc2ccccc2)c1
49	COc1cccc(/C=C/C(=O)OCC(=O)Nc2ccc3[nH]c(=O)[nH]c3c2)c1OC
Compound	41	42	43	44	45	46	47	48	49
HT1080 IDH1KD tx	-27%	5%	.	.	-5%	4%	1%	0%	-2%
IL-1B inflam inh	?	-18	.	.	20	-16	-4	-12	9
HT1080-NT tox	-26%	4%	.	.	-5%	16%	1%	5%	1%
ATXN2 expr inh	-23%	20%	-1%	2%	3%	4%[11.3 µM]	-3%	5%	-3%
HepG2 tox	-28%	1%	-14%	-4%	-21%	-3%	-10%	-6%	-22%
KB-3-1 tox	0%	4%	4%	?	-3%	3%	-5%	1%	15%
ATXN viability	i	i	i	?	i	i	i	i	i
MCF10A rerep	.	-6%	.	.	18%	3%	1%	-13%	-1%
SW480 rereplic	.	-19%	.	.	2%	-7%	-19%	-85%[inhibitor]	-3%

# An unsorted share of the library; about 8.9% have a hit in one of these screens.
